Giardia kill: Small Molecules that selectively kill Giardia lamblia: qHTS; Giardia lamblia trophozoite viability; activity change, % at 7.66 µM, hits read low; hit rate 0.15% among 340,000; AID 540267, 2011; in the data active = activity change below about -80%; inconclusive = between about -30% and that limit;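 also: parasites exposed to compound for two days anaerobically before the ATP read; % is scaled to controls: 0 for no effect and ±100 for the full control effect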
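Luminescence from cellular ATP indicates surviving trophozoites (100 cells/well) following 48 hrs anaerobic compound treatment at 37 deg C; signal develops 15-30 min at room temperature.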
MLL CXXC-DNA inh: qHTS Fluorescence Polarization Assay for Inhibitors of MLL CXXC domain - DNA interaction; Histone-lysine N-methyltransferase 2A (Homo sapiens), Q03164; MLL-CXXC / FITC-HOXA9 DNA fluorescence polarization; Potency, µM (top dose mostly 115 µM), for inactives: at the highest dose activity change, negative = inhibition, actives largely listed as inhibitors; hit rate 0.037% among 290,000; AID 2662, 2010; active = well fitted inhibition curve with a large enough effect in the polarisation, with a control signal flat, not every such curve was filed as active; inconclusive = small, poorly fitted or top-dose-only effect, or effect the other way, or a change in a side signal; inactive = no such curve, though single readings can be large or run the other way; the % refers to the polarisation; also: potency is read from the fitted curve at half-maximal effect
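Steps: dispense CXXC domain solution (7 uM) → pin compounds or unlabeled HOX-A9 DNA control → 5 min ambient → add FLSN-HOX-A9 solution (50 nM) → spin → 30 min ambient → fluorescence polarization. Tris pH 7.5/NaCl/DTT/BSA buffer.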
KCNH2 3.1 inh: qHTS for Inhibitors of KCHN2 3.1: Mutant qHTS; hit rate 0.95% among 340,000; activity change, % (tested at about 1.8 µM); U2OS KCNH2 3.1, thallium flux FluxOr; active compounds read low; Potassium voltage-gated channel subfamily H member 2, brain isoform KCNH2 3.1 (human); AID 720553, 2013;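 active = maximum activity change below -70%; inconclusive = maximum activity change from -70% to -50%; inactive = maximum activity change above -50%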;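 also: thallium influx rate constant from kinetic fluorescence after stimulation buffer; % is scaled to controls: 0 for no effect and ±100 for the full control effect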
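Normalized rate constant (relative to positive and negative DMSO controls) derived from a 2 min kinetic fluorescence read after stimulation; U2OS cells expressing the 3.1 isoform via virus at 1.77 x 10^8 /mL.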
Coupling enz: qHTS Assay for Inhibitors of Fructose-1,6-bisphosphate Aldolase from Giardia Lamblia: Coupling assay counterscreen | hit rate 0.67% among 290,000 | activity change, negative = inhibition, % at 58.2 µM, hits read low | coupling enzyme system counterscreen, AmpLite Red fluorescence; in the data active = activity change below about -30%; also: % is scaled to controls: 0 for no effect and ±100 for the full control effect
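Counterscreen of the coupled detection system alone, without aldolase: glyceraldehyde-3-phosphate coupling enzymes plus AmpLite Red readout. Compounds at 57.5 uM final, 10 min RT preincubation, 20 min RT reaction, fluorescence 525/598 nm.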
hERG WT inh: qHTS for Inhibitors of KCHN2 3.1: Wildtype qHTS; U2OS, BacMam KCNH2, thallium flux FluxOr; active compounds read low; activity change, % at 1.84 µM; hit rate 0.37% among 340,000;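 active = maximum activity change below -70%; inconclusive = maximum activity change between -70% and -50%; inactive = maximum activity change above -50%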; also: % is scaled to controls: 0 for no effect and ±100 for the full control effect
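U2OS cells were transduced with wild-type KCNH2 virus (2.03 x 10^8 / mL) for 4 h at room temperature, then cultured overnight at 37 C. Thallium flux was read with FluxOr dye. Rate constants were normalized to DMSO controls.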
Menin-MLL TR inh: qHTS Assay for Inhibitors Targeting the Menin-MLL Interaction in MLL Related Leukemias: Competition With Texas Red Labeled MLL-derived Mutant Peptide | Menin + Texas Red MLL mutant peptide, fluorescence polarization | Potency, µM (top dose mostly 61.6 µM), inactives show at the top dose FP activity change, negative = inhibition, hits mostly inhibitors | hit rate 0.23% among 270,000 | AID 1768, 2009; active = well fitted inhibition curve with a large enough effect in the polarisation, with a control signal flat, not every such curve was filed as active; inconclusive = small, poorly fitted or top-dose-only effect, or effect the other way, or a change in a side signal; inactive = no such curve, though single readings can be large or run the other way; the % refers to the polarisation; also: potency is read from the fitted curve at half-maximal effect; % of control where 0% means no effect; many of its hits are not listed in these tables
B2AR arrestin: qHTS assay of beta-arrestin-biased ligands of beta2-adrenergic receptor; Beta-2 adrenergic receptor (Homo sapiens), P07550; beta-arrestin recruitment to beta2AR, cell-based reporter; Potency, µM (top dose mostly 46.1 µM), inactives show at the highest dose activation, most hits filed as activators; hit rate 0.02% among 330,000; AID 492947, 2010;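 also: potency is read from the fitted curve at half-maximal effect; 0% = DMSO controls and full agonism = EC100 isoproterenol or metaproterenol; nearly all actives have a fitted effect of over 65% in size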
GALK inh: qHTS Assay for Inhibitors of Human Galactokinase (GALK) | P51570 | Purified GALK, Kinase-Glo residual ATP luminescence | Potency, µM (top dose mostly 57.5 µM), for the others: at the highest dose activity change, negative = inhibition, most hits filed as inhibitors | hit rate 0.007% among 270,000 | AID 1868, 2009; also: potency is read from the fitted curve at half-maximal effect; % is scaled to controls: 0 for no effect and ±100 for the full control effect
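Galactose (100 uM) and ATP (35 uM) were turned over by 5 nM GALK for 1 h at RT. Kinase-Glo Plus then converted the remaining ATP into a luminescent signal.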
TRPV1 agonist: HTS Assay for Compounds that Act as Agonists of the Vanilloid Receptor 1. hit rate 0.19% among 320,000. activation, % at 8.33 µM. AID 540275, 2011. TRPV1-expressing cells, Fluo-8 calcium influx, agonist mode. Transient receptor potential cation channel subfamily V member 1 (Homo sapiens), Q8NER1; in the data active = activation above about 80%; inconclusive = between about 30% and that limit; also: 0% is about no effect
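Fluo-8 calcium influx in TRPV1-expressing cells, kinetic read (ex 480/em 520 nm). Compound added and read 3 min for agonist activity, followed by capsaicin at EC20 final and 2 min further read for enhancement.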
USP2a block: qHTS Assay for Inhibitors of Ubiquitin-specific Protease USP2a Using CHOP2 as the Reporter; USP2 core, Ub-CHOP2 coupled fluorogenic reporter, 485/531; Ubiquitin carboxyl-terminal hydrolase 2 (Homo sapiens), O75604; hit rate 0.01% among 330,000; Potency, µM (highest dose often 38.3 µM), inactives show top-dose activity change, negative = inhibition, most hits filed as inhibitors;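 also: potency is read from the fitted curve at half-maximal effect; plate controls were DMSO wells for no effect and full inhibition by NEM control for full effect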
Target sequence (O75604 whole entry, looked up): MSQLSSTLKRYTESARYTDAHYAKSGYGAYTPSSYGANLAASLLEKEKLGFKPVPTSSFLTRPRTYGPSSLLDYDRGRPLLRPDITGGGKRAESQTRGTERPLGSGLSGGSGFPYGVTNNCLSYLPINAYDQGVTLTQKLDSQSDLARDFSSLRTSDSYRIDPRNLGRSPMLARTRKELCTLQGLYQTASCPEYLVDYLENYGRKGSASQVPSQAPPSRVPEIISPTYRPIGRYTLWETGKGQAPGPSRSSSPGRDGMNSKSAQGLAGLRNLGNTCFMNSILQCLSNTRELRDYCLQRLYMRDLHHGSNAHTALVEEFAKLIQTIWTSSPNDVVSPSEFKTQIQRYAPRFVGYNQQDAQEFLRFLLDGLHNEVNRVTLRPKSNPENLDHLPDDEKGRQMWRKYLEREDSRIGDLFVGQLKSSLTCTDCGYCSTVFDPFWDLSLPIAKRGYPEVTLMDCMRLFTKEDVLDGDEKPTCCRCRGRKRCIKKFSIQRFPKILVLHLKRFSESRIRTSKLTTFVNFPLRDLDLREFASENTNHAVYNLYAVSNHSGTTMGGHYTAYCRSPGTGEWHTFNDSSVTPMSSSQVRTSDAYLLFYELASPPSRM
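Cell-free coupled assay: 10nM USP2 core preincubated 30min RT with compound in Tris-HCl pH 8.0/CaCl2/CHAPS buffer, then 25nM Ub-CHOP2 and 25nM reporter substrate; fluorescence (Ex 485/Em 531) read after 60min RT, normalized to NEM inhibition, concentration-response curves fitted.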
PKM2 activator: qHTS Assay for Activators of Human Muscle isoform 2 Pyruvate Kinase | purified PKM2, Kinase-Glo ATP luminescence, activation; response scale: 0% is enzyme alone, no compound | Potency, µM (top dose mostly 57.5 µM), inactives show at the top dose activation, usual class: activators | hit rate 0.34% among 260,000 | AID 1631, 2009; also: potency is read from the fitted curve at half-maximal effect; % is scaled to controls: 0 for no effect and ±100 for the full control effect; nearly all actives have a fitted effect of over 55% in size
Target sequence (P14618 whole entry, looked up, canonical isoform): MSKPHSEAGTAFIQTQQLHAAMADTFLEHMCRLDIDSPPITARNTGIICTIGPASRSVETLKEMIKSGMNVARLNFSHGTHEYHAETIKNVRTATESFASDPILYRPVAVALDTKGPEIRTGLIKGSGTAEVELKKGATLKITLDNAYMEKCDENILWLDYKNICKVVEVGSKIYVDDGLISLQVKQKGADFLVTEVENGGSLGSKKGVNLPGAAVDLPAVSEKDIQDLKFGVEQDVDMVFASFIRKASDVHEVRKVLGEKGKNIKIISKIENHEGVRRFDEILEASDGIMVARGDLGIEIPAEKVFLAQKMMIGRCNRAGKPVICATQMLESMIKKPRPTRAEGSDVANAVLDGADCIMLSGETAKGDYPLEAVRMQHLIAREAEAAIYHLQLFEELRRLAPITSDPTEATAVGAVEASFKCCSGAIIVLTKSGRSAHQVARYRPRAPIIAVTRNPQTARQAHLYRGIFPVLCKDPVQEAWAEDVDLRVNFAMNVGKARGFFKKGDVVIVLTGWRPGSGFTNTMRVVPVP
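hPK-M2, >95% pure; 0.1 mM ADP / 0.5 mM PEP final; imidazole pH7.2 buffer w/ 7 mM MgCl2, 50 mM KCl; 1 h RT; Kinase-Glo lum. Intermediate enzyme activity for dual inhibitor/activator qHTS.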
* = called active by the depositor; i = inactive; ? = inconclusive; / = not tested or not shown; [ ] = another dose, or the depositor's remark. Unless noted, calls follow the shape of the dose curve; as a rule, active = well fitted curve in the direction sought with a large enough effect; inconclusive = small, poorly fitted or top-dose-only effect, or another doubt; inactive = no such curve, though single readings can be large; an effect the other way counts as inactive or inconclusive.

SMILES | Giardia kill | MLL CXXC-DNA inh | KCNH2 3.1 inh | Coupling enz | hERG WT inh | Menin-MLL TR inh | B2AR arrestin | GALK inh | TRPV1 agonist | USP2a block | PKM2 activator
O=C(Nc1ccccn1)C(=O)N1CCCCC1 | 6 | -5% | 18 | 5 | 1 | 11% | -0.2% | 0% | 2 | 0% | 1%
COc1ccc2c(COC(=O)[C@@H]3CCCN3S(=O)(=O)c3ccc(Cl)cc3)cc(=O)oc2c1 | 2 | / | -8 | / | 16 | / | 0.1% | / | 5 | 5% | /
Cc1nonc1NC(=O)CSc1nc2ccc(Cl)cc2[nH]1 | 7 | -6% | -2 | 0 | -7 | 32%[activator] | 0.1% | 5% | 6 | -1% | 1%
O=c1c(Cl)c(NCC2CCCO2)cnn1C12CC3CC(CC(C3)C1)C2 (stereo unspecified) | 6 | 10% | 5 | 0 | 7 | -17% | -0.1% | -1% | 15 | -1% | 4%
Cc1cc(NC(=O)COC(=O)c2nccnc2N)n(-c2ccccc2)n1 | -29 | / | 24 | / | 2 | / | -0.1% | / | -3 | -4% | /
COC(=O)Cc1cc(=O)[nH]c(/N=C(\N)Nc2ccc(C(C)C)cc2)n1 | 13 | ? | -1 | -3 | -11 | -14% | -1.8% | 6% | -5 | 3% | -13%
COc1ccc(C2C3=C(CC(C)(C)CC3=O)Oc3ncn(CC(C)C)c(=N)c32)cc1 (stereo unspecified) | 25 | 10% | 2 | 2 | 1 | ? | -0.6% | 0% | 0 | -1% | 0%
Cn1c(Cn2c(=O)sc3ccccc32)nnc1SCc1cccc(F)c1 | -6 | -1% | 3 | -1 | 2 | -9% | -0.5% | 0% | 4 | 4% | 8%
O=C1C(C=NCCN2CCOCC2)=C(O)c2ccccc21 | 4 | -15% | 11 | -2 | 6 | -1% | 8.8% | / | 1 | 2% | -6%
NC(=O)c1ccccc1Nc1nc2nc3ccccc3c(=O)n2cc1Br | 20 | -7% | 4 | 2 | -4 | / | -0.8% | / | 9 | 0% | -15%
C/C(Cn1nnc([N+](=O)[O-])n1)=N\NC(=O)c1ccc(O)cc1O | -1 | 4% | -2 | -36* | 5 | 31%[activator] | 0.2% | 0% | ? | 3% | -3%
O=C(COC(=O)c1cccc(OC(F)F)c1)NC1CCCC1 | 4 | -14% | 3 | 3 | -5 | 27% | -0.8% | 0% | 6 | 1% | /
CC(=O)c1ccc(OCCCCCCCOc2ccc(C(C)=O)cc2)cc1 | 2 | -8% | -12 | 0 | -1 | 0% | -1.2% | 4% | 1 | 2% | 23%
Cc1nc2ncccn2c1-c1csc(Nc2ccc(O)cc2)n1 | 28 | 5% | -7 | -2 | i | 25% | 0.2% | -1% | 1 | -1% | ?
O=C(COc1ccc(Cl)c(Cl)c1)NC1CCS(=O)(=O)C1 (stereo unspecified) | 13 | / | -10 | / | -7 | / | 0.1% | / | 18 | 1% | /
C[C@@H]1CN([C@@H](C)CO)C(=O)c2cccc(NS(=O)(=O)c3ccc(F)cc3)c2O[C@H]1CN(C)C(=O)NC1CCCCC1 | -2 | / | -5 | / | -1 | / | 0.4% | / | / | -1% | /
O=C(NC1=NCCS1)Nc1ccccc1 | -1 | -9% | 7 | 2 | 0 | -1% | -0.4% | -1% | 0 | 1% | -20%
CCn1cc(C(=O)O)c(=O)c2cnc(N3CCN(C(=S)Nc4ccccc4C(F)(F)F)CC3)nc21 | 7 | -1% | 7 | 0 | 8 | / | -0.7% | / | 0 | 2% | -5%
Cn1c(=O)[nH]c(=O)c2c1nc(N(CCO)Cc1ccccc1)n2Cc1ccccc1Cl | 13 | 7% | 1 | -1 | -10 | ? | -0.3% | 0% | 0 | -1% | -7%
COc1ccc(S(=O)(=O)N(C)CC(=O)Nc2c(F)cccc2F)cc1 | 18 | 1% | -7 | 2 | -29 | -10% | -0.1% | 0% | 2 | 1% | 3%
Cc1cc(C)c(NC(=O)CNC(=O)c2cc(C3CC3)nn2-c2ccccc2)c(C)c1 | 30[activator] | / | -10 | / | 9 | / | 0.0% | / | 0 | 0% | /
O=C(NCCCN1CCOCC1)C1CCN(S(=O)(=O)c2cccc(Cl)c2Cl)CC1 | -1 | / | -6 | / | 8 | / | -0.1% | / | -1 | 2% | /
CCN(C(=O)c1ccco1)c1nnc(-c2ccc(OC)cc2)s1 | ? | -1% | 12 | -8 | -13 | 7% | 0.1% | -2% | 2 | -7% | -8%
CCCC[C@@H]1CNC(=S)N1CCc1cccc2ccccc12 | -11 | -22% | -9 | -1 | 4 | 12% | 0.3% | -2% | 10 | -1% | 4%
O=C(COC(=O)/C=C/c1cccc(F)c1)NNC(=O)c1ccccc1 | 7 | -1% | -4 | 3 | -3 | 0% | 0.0% | -1% | 2 | 3% | -1%
CCN(C(=O)CN1CCN(C)CC1)c1cccc2ccccc12 | 1 | -1% | -3 | -15 | -10 | -10% | -0.5% | 2% | 1 | -3% | 12%
O=C(/C=C\c1ccc2c(c1)OCO2)NC1(C(=O)Nc2ccc3c(c2)OCO3)CCCCC1 | -29 | 4% | 11 | 0 | -2 | -8% | 3.5% | 0% | 2 | -13% | -10%
CCOc1cc(/C=C/c2nc3cc(C)c(C)cc3s2)ccc1OCC(=O)N1CCOCC1 | -20 | 0% | -8 | -5 | 0 | -5% | -1.8% | 1% | ? | ? | 8%
CCOC(=O)C1CCN(C(=O)CCc2c(C)nc3cc(-c4ccccc4)nn3c2C)CC1 | 10 | -3% | -4 | 0 | 10 | -13%[11.7 µM] | 0.3% | 2% | / | 4% | 2%
O=C(Nc1ccncc1)Nc1ccccc1Cl | -3 | -4% | -3 | / | -16 | / | -0.8% | -4% | ? | -1% | -24%
COc1ccc(/C=C/C(=O)N2CCOCC2)cc1OC | 10 | -4% | -23 | 1 | 3 | 6% | -0.5% | -2% | 9 | 1% | 3%[11.5 µM]
Cc1cc(-c2cc(-c3ccccc3)on2)nc(NC2CCCC2)n1 | -3 | 2% | -70* | 3 | 0 | / | -0.3% | 4% | 11 | 0% | -2%
CCOc1c2ccc(C(=O)NCc3ccc(C)cc3)cc2nn1CC | 11 | -4% | 10 | 10 | -13 | -3% | -0.5% | / | -3 | -1% | -4%
CCOC(=O)Cn1nc(C)c2ccccc2c1=O | -5 | 4% | -10 | 3 | -5 | 9% | 0.1% | 6% | -4 | 0% | -2%
C/C(Cn1nnc([N+](=O)[O-])n1)=N\NC(=O)c1ccc(C)cc1 | -18 | 6% | -4 | -38* | -16 | -10% | -0.1% | 1% | 22 | 1% | 4%
CC(C)n1cnc2c(=S)nc[nH]c21 | 14 | ? | 0 | -1 | -12 | ? | -0.3% | / | -3 | -1% | -24%
CN(NS(=O)(=O)c1cccs1)c1ncc(C(F)(F)F)cc1Cl | -21 | ? | -19 | 2 | 15 | -8% | -0.5% | -3% | 1 | -1% | -7%
CC(C)OC(=O)NCN1C(=O)C2C3C=CC(C3)C2C1=O (stereo unspecified) | -11 | -6% | 3 | / | -3 | -2% | -0.1% | 3% | -2 | -5% | -3%
COc1ccccc1N1CCN(C2CCN(C(=O)c3ccc(F)cc3)CC2)CC1 | -12 | 9% | 4 | 1 | 3 | 2% | -0.3% | -4% | 3 | 0% | -1%
CC1CCN(Cc2nnnn2-c2cccc([N+](=O)[O-])c2)CC1 | 5 | -1% | -10 | -2 | 2 | -13% | -0.9% | 0% | ? | 7% | 9%
Cc1ccccc1CC(=O)N1CCOCC1 | 5 | -3% | 5 | -2 | -6 | 15% | 0.1% | 0% | 1 | -1% | 3%
COc1ccc(NC(=O)CN(C)C(=O)CSc2nc3ccccc3s2)cc1 | 4 | / | -8 | / | 6 | / | -0.7% | / | 0 | 3% | /
CN1CCC(N2CCN(c3cccc(C(F)(F)F)c3)CC2)CC1 | 1 | -3% | 14 | 2 | 6 | 3% | 0.5% | 0% | 0 | 7% | 4%
COc1cccc(/C=C2\C(=O)N(c3cccc(C)c3)C(=O)c3ccccc32)c1 | -2 | 1% | 8 | -29 | 3 | ? | 2.7% | 1% | 2 | 0% | 20%

Source: PubChem BioAssay (National Center for Advancing Translational Sciences (NCATS))

Only part of the results is shown (hit frequency here may not be typical).
